From PubChem
HePTP inh: inhibitors of human HePTP phosphatase, primary screen, biochemical, absorbance, leukemia target; inhibition, % at 20 µM; hit rate 0.64% among 110,000; recombinant HePTP phosphatase activity, OD absorbance; Tyrosine-protein phosphatase non-receptor type 7 (Homo sapiens), P35236; in the data active means inhibition above about 50%;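 further: plate controls were vehicle for no effect and reference inhibitor for full effect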
Target sequence (P35236 whole entry, looked up): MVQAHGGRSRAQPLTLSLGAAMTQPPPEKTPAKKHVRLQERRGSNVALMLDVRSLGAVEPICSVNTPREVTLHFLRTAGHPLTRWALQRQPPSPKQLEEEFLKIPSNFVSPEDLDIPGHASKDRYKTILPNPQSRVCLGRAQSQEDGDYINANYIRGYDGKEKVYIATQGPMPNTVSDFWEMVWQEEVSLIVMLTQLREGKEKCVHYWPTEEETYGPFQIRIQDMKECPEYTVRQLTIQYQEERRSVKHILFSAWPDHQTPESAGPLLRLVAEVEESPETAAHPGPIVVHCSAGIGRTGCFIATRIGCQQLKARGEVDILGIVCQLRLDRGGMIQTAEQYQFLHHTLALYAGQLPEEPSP
BAP1 inh: inhibitors of BAP1 deubiquitinase, primary screen, biochemical, Ub-AMC fluorescence, kinetic | AID 436, 2006 | recombinant BAP1, Ub-AMC hydrolysis fluorescence kinetic; stronger effect = lower value | activity remaining (% of control), % at 20 µM | Ubiquitin carboxyl-terminal hydrolase BAP1 (Homo sapiens), Q92560 | hit rate 0.48% among 72,000;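 active means activity remaining at or below 50% of control, provided the compound also passes the data quality filters; inactive means the rest, including low values that fail the filters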;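 further: 100% = DMSO wells rate and 0% = substrate alone blank rate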
Target sequence (Q92560 whole entry, looked up): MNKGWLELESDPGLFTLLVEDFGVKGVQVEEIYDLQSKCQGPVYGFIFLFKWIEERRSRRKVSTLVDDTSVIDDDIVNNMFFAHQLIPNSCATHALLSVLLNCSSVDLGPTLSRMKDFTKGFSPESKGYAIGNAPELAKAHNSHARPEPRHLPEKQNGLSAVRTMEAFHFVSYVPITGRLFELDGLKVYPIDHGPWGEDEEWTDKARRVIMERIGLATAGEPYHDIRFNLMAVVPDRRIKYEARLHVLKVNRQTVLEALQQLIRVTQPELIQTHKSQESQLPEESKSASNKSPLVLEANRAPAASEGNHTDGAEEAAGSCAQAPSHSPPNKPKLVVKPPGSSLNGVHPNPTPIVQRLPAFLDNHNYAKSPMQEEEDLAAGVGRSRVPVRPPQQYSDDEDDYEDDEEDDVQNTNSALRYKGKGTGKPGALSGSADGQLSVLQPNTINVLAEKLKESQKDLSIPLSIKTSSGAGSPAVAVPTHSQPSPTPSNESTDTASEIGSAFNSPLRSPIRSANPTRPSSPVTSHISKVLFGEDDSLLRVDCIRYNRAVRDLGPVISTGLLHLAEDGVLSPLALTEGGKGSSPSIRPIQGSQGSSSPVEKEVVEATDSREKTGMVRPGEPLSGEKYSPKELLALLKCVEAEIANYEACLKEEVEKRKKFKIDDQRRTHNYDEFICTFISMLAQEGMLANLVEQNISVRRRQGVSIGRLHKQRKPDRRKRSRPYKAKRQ
Active calls of the source: *; i = inactive; / = not tested or not shown; & = joins results of further samples.

SMILES	HePTP inh	BAP1 inh
COC(=O)c1cc(N=NC2=C(O)CC(C)(C)CC2=O)cc(C(=O)OC)c1	-2.5	/
COc1ccc(N2C(=O)C3C(C2=O)C2(C)C(=O)C3(C)C(c3ccccc3)=C2c2ccccc2)cc1 (stereo not drawn)	-11.6	/
CCN(C(=O)c1ccc(C(C)(C)C)cc1)c1nnc(Cn2nnc3ccccc32)s1	9.9	58.8
COc1ccc(OC)c(N/C=C(/C#N)c2nc(-c3cc4c(ccc5ccccc54)oc3=O)cs2)c1	0.2	/
COc1ccc(-c2nnc(N)s2)cc1OC	-14.9	/
Cc1csc2nc(CNC(=O)C3CC=CCC3C(=O)O)cn12 (stereo not drawn)	2.4	84.0
CNC(=O)c1cc2ccc(OC)cc2oc1=O	5.0	i
Cc1ccc(S(=O)(=O)N2CC(=NO)C2)cc1	-11.4	104.0
O=C1/C(=C\c2cccc(C(F)(F)F)c2)SC(=S)N1Cc1ccccc1	3.1	/
Cn1c(CSCc2ccc(F)cc2)nnc1SCC(=O)Nc1nccs1	-5.6	112.9
CCCCCC/C(=N\NC(=O)c1ccncc1)c1ccccc1	-5.9	/
Cn1c(=O)[nH]c(=O)c2c1nc(N1CCCCCC1)n2Cc1ccccc1	/	83.1
COC(=O)c1c(NC(=O)c2cncc(Br)c2)sc2c1CCC2	-6.9	/
Cc1cc(=O)n2c(-c3ccccc3C)n[nH]c2n1	1.8	93.7
COc1ccc(C(=O)Nc2cccc(OC)c2)cc1	9.9	118.4
Cc1cccc(/C=N/N2CCN(Cc3ccc(Cl)cc3)CC2)c1	4.7	/
CC(NC(=O)c1cc2n(n1)C(C(F)(F)F)CC(c1ccc(Br)cc1)N2)c1ccccc1 (stereo not drawn)	-11.8	/
N/C(Cc1ccc([N+](=O)[O-])cc1)=N\OC(=O)C(c1ccccc1)c1ccccc1	7.2	/
Cc1ccc(C)n1/N=C1\NC(=O)CS1	99.4*	/
O=C(Nc1cccc(Cl)c1)Nc1nnc(-c2ccncc2)s1	15.7	/
C#CCOc1ccc(Br)c(/C=N/NS(=O)(=O)c2ccc(C)cc2)c1	-6.2	/
Fc1cc2nc(-c3ccncc3)[nH]c2cc1F	1.4	/
CCc1cc(=O)oc2cc(C)c3c(C)coc3c12	-3.2	51.3
COc1ccc(NC(=O)O/N=C\c2ccc(F)cc2)cc1	7.7	/
Cc1ccc(S(=O)(=O)CCc2nnc(NC(=O)C3CCCCC3)s2)cc1C	/	77.2
Other entries follow:
SMILES	HePTP inh	BAP1 inh
Cc1cc2cc(CNC(=O)c3ccco3)ccc2n1C	8.7	90.0
CC(C1CC1)N(Cc1ccccc1)C(=O)Nc1cccc([N+](=O)[O-])c1 (stereo not drawn)	-4.9	/
Cn1c(CNC(=O)Nc2ccccc2)nnc1SCc1ccccc1	-15.2	95.7
COC(=O)c1ccc(OC)c(CSc2nnc(COc3cccc(C)c3)o2)c1	-10.6	75.0
COC(=O)CSC1=C(C#N)C(c2ccc(Cl)cc2)C2=C(CC(C)(C)CC2=O)N1 (stereo not drawn)	-0.5	/
CCOc1ccc(NC(=O)c2ccc(Cl)c(Cl)c2)cc1	9.8	/
COC(=O)c1ccc(-n2nnnc2SCC(=O)NCc2cccc(C(=O)O)c2)cc1	8.0	86.7
COc1ccccc1NC(=O)CCN1CCCCCC1	1.4	96.0
Cc1ccc(S(=O)(=O)N2CCCC2C(=O)OCC(=O)Nc2ccc3c(c2)OCO3)cc1 (stereo not drawn)	6.5	84.7
O=C1CCCC2=C1C(c1ccc3c(c1)OCO3)c1c([nH]n(-c3ccccc3)c1=O)N2 (stereo not drawn)	-5.1	81.8
CCOC(=O)COc1ccc(Br)cc1/C=C1/C(=O)NN(c2cccc(Cl)c2)C1=O	-13.7	/
O=C(NCCc1ccccc1)c1ccc(=O)oc1	4.8	105.7
Cc1ccc(-c2nc3ccccc3s2)cc1NC(=S)NC(=O)c1ccco1	5.0	/
CCOC(=O)c1ccccc1N1C(=O)CSC1=S	5.4	/
CCCN1CN(Cc2ccco2)c2nc3ccccc3n2C1	0.6	99.0
CC1CC(=O)c2cnc(Nc3cccc(C(F)(F)F)c3)nc2C1 (stereo not drawn)	-0.1	64.3
Cc1cc(C)nc(SCC(=O)Oc2ccc3c(C)cc(=O)oc3c2)n1	0.9	/
CCOC(=O)c1c(NC(=O)COC(=O)c2c(C)noc2C)sc2c1CCC2	13.9	/
O=C1c2ccccc2C(=O)c2c1cccc2S(=O)(=O)NNc1ccccc1	-13.8	/
O=C1/C(=C/C=C/c2ccccc2)SC(=S)N1CCS(=O)(=O)O	-14.7	/
CCOC(=O)c1c(NC(=O)COc2ccccc2)sc2c1CCN(C(=O)OCC)C2	-3.6	/
O=C(Nc1ccc(I)cc1Cl)c1ccc(OCc2ccccc2)cc1	4.4	/
CCOC(=O)c1c(NC(=O)c2cc(Cl)ccc2[N+](=O)[O-])sc(C(=O)N(CC)CC)c1C	3.5	/
COCCn1c(Sc2ccc(C)cc2)nc2c1c(=O)[nH]c(=O)n2C	-1.8	87.5
COc1cc(C(=O)OCC(=O)N(C)Cc2ccccc2)cc(OC)c1OC	9.8	95.9

Full records as entered above:
`COCCn1c(Sc2ccc(C)cc2)nc2c1c(=O)[nH]c(=O)n2C` is listed as HePTP inh = -1.8; BAP1 inh = 87.5
`COC(=O)c1ccc(OC)c(CSc2nnc(COc3cccc(C)c3)o2)c1` is listed as HePTP inh = -10.6; BAP1 inh = 75.0
`CCOC(=O)c1c(NC(=O)c2cc(Cl)ccc2[N+](=O)[O-])sc(C(=O)N(CC)CC)c1C` is listed as HePTP inh = 3.5; BAP1 inh = /

Back to the main list with the 3 entries that preceded the break.
SMILES	HePTP inh	BAP1 inh
CCOC(=O)c1c(NC(=O)c2cc(Cl)ccc2[N+](=O)[O-])sc(C(=O)N(CC)CC)c1C	3.5	/
COCCn1c(Sc2ccc(C)cc2)nc2c1c(=O)[nH]c(=O)n2C	-1.8	87.5
COc1cc(C(=O)OCC(=O)N(C)Cc2ccccc2)cc(OC)c1OC	9.8	95.9
O=C(NCCCn1ccnc1)c1noc2c1CCc1ccccc1-2	8.6	100.6
Cc1cc(C)nc(SCC(=O)OCN2C(=O)c3ccccc3C2=O)n1	6.3	/
O=C(Cc1cc(=O)[nH]c(=O)[nH]1)NCC1CCCO1 (stereo not drawn)	0.9	101.5
CSc1nc2c(c(-c3ccc(O)cc3)c1C#N)CCC2	3.6	154.4
O=C(Nc1ccccc1N1CCCCC1)c1cccc(F)c1	3.5	56.1
COc1ccc(-c2cc(C(=O)Nc3ncccc3Cl)c3ccccc3n2)cc1OC	6.0	/
CCOC(=O)c1nnn(CC(=O)Nc2cc(F)ccc2F)c1C(=O)OCC	7.3	92.4
OCc1cn(-c2ccccc2)nc1-c1cccnc1	3.7	86.2
Cc1ccccc1N(C)S(=O)(=O)c1ccc2[nH]cc(C(=O)NCC3CCCO3)c(=O)c2c1 (stereo not drawn)	-7.1	65.4
CCOc1cc(N2CCOCC2)c(OCC)cc1NC(=O)c1nc2nc(C)cc(C)n2n1	7.3	103.1
COc1ccc(C(=O)N2CCCC2)cc1S(=O)(=O)N1CCOCC1	7.7	70.9
CCOC(=O)c1c(C)oc2ccc(OC(=O)c3cc4ccccc4o3)cc12	-2.2	/
COc1ccc(OCC(=O)N/N=C\c2cc(O)c(O)c(Br)c2)c(Br)c1	3.0	/
Cc1ccsc1-c1ncnn1-c1ccc(Cl)cc1	5.9	/
Cc1ccc(S(=O)(=O)NCCSc2ccccn2)cc1[N+](=O)[O-]	4.0	/
CCOC(=O)CSc1nnc(CNC(=O)c2cccs2)n1Cc1ccccc1	11.3	99.3
COc1ccc(CCNC(=O)C(=O)Nc2ccc(OC)cc2)cc1	-14.6	/
COc1cc2c(C#N)c(N3CCN(c4ccccc4OC)CC3)nc(N)c2c(N)n1	-1.2	/
CCOC(=O)c1sc2ncnc(N3CCN(C(=O)OCC)CC3)c2c1C	-9.1	89.7
COc1ccc(-c2nnc(Nc3ccc(C)cc3)c3ccccc23)cc1	0.8	/
Cc1ccc(NC(=O)C(C)Sc2nnc(-c3cccnc3)o2)cc1 (stereo not drawn)	3.2	99.8
CN1CC(CO)O/C1=C(C#N)\C=C1\Nc2ccccc2C1=O (stereo not drawn)	-10.9	/
CC(C)(C)NCC(O)c1ccc(O)c(CO)c1 (stereo not drawn)	/	98.9&99.0
CN1CCN(c2nc(Nc3cccc(C(F)(F)F)c3)nc(N3CCOCC3)n2)CC1	13.6	107.7
Cc1onc(-c2ccccc2)c1C(=O)NCCC(c1ccccc1)c1ccccc1	-11.8	/
More structures follow:
SMILES	HePTP inh	BAP1 inh
CCn1c(SCC(=O)c2ccc(OC)cc2)nnc1C(C)NC(=O)c1ccc(OC)cc1 (stereo not drawn)	2.0	83.5
COc1cc(NC(=O)c2cccc3c(Br)cccc23)ccc1NC(=O)c1ccco1	3.7	/
COc1ccc(C2C(C(=O)Nc3ccccn3)=C(C)Nc3ncnn32)c(OC)c1 (stereo not drawn)	3.1	91.1
O=C(Cc1ccccc1)Nc1ccc(Cl)cc1C(=O)O	4.8	/
CCn1nnnc1Oc1ccc(Cl)cc1	2.4	57.3
CC(C)(Sc1ccc(CCN(CCCCC2CCCCC2)C(=O)NC2CCCCC2)cc1)C(=O)O	/	60.0
O=S(=O)(c1ccccc1)c1cccc(S(=O)(=O)N2CCCCC2)c1	3.5	84.4
COc1ccc2c(c1OC)C(=O)N(c1ccccc1C)C2=O	1.1	/
CC(C)OCCCNC(=O)CCN1C(=O)COc2ccccc21	-3.1	87.3
NC(=O)c1cc(S(=O)(=O)N2CCOCC2)ccc1Cl	-7.8	77.6
CCCCN(C(=O)Cn1nnc2ccccc21)C(C(=O)NCc1ccco1)c1ccncc1 (stereo not drawn)	-2.9	95.8
O=C(CSc1nnc(-c2ccccc2)c(-c2ccccc2)n1)Nc1ccc(Cl)cc1	-10.8	/
CCCS(=O)(=O)c1c(S(=O)(=O)CCC)c2ccc(C(C)=O)cn2c1C(=O)OC	6.9	/
CCOc1cc(OCC)cc(C(=O)Nc2ccc(Cl)cc2Cl)c1	-11.6	/
CC1CCC2(CC1)NC(=O)N(CC(=O)NC(=O)NC1CCCC1)C2=O (stereo not drawn)	2.2	103.7
Cc1cc([N+](=O)[O-])ccc1NC(=S)NC(=O)c1ccco1	7.5	/
COc1ccc(CN2CCN(CC3CC4C=CC3C4)CC2)cc1Br (stereo not drawn)	7.4	/
CCCC(=O)Nc1cc(OC)c(NC(=O)NC2CCCCC2)cc1OC	9.0	87.6
CCCOc1ccc(C2C(C(=O)OCC3CCCO3)=C(C)NC3=C2C(=O)CC(C)(C)C3)cc1OC (stereo not drawn)	/	55.5
Cc1csc(-c2coc3cc(O)cc(C)c3c2=O)n1	9.6&6.7	83.8
CN(C)c1cccc(NC(=O)c2cc3ccccc3o2)c1	-5.6	/
CC1(C)C(=O)N(Cc2ccccc2)c2ccccc2N1C(=O)c1ccc([N+](=O)[O-])cc1	73.5*	/
Cc1ccc2nc(-c3cccnc3)oc2c1	3.9	80.3
COc1ccc(OCC(O)CN2C(=O)c3ccccc3S2(=O)=O)cc1 (stereo not drawn)	6.4	87.3
CC1CCC(N2CCN(C(=O)c3ccc(F)cc3)CC2)CC1 (stereo not drawn)	5.7	/
Next part.
SMILES	HePTP inh	BAP1 inh
C=CCc1c(C)nc2cc(-c3cccc(F)c3)[nH]n2c1=O	4.6	/
COc1ccc(-c2nn3c(COc4ccccc4)nnc3s2)cc1OC	9.9	107.9
O=C(NCCCCNC(=O)c1c(F)c(F)c(F)c(F)c1F)c1c(F)c(F)c(F)c(F)c1F	4.7	79.6
CC(C)=CCC/C(C)=C/C1OCCCO1	-16.4	/
COc1ccc(C2CC(=O)C3=C(C2)Nc2ccccc2NC3c2ccc(F)c(F)c2)cc1OC (stereo not drawn)	5.5	/
CCOC(=O)c1c(NC(=O)c2c(-c3c(Cl)cccc3Cl)noc2C)sc2c1CCCC2	3.6	/
COc1ccc(/C=C2/SC(=O)N(CNc3ccc(Br)cc3C)C2=O)cc1	-9.8	/
Cc1cc(C)cc(CC2CC(=O)N(c3ccc(C)cc3Br)C2=O)c1 (stereo not drawn)	3.8	/
O=C(c1cccnc1)N1CCc2ccccc2C1	4.3	91.7
Nc1ccc(CCc2nc3ccccc3o2)cc1	5.3	102.0&66.1
CN1C(=O)c2cccc3c(S(=O)(=O)Nc4ccccn4)ccc1c23	12.1	58.3
CC(Sc1ccc(Cl)cc1)C(=O)Nc1cccc2ccccc12 (stereo not drawn)	1.0	/
CCOc1ccc2[nH]c(=O)c(=O)[nH]c2c1	9.6	113.6
C=CCN1C(=O)/C(=C\c2cn(CCOc3cccc(OC)c3)c3ccccc23)SC1=S	-4.8	/
COc1ccc(CNCCC2CCOC(C)(C)C2)cc1 (stereo not drawn)	/	90.7
N#Cc1ccccc1Sc1ccccc1C(=O)N1CCOCC1	3.8&-2.2	/
CCOc1cccc(/C(O)=C2/C(=O)C(=O)N(Cc3ccco3)C2c2ccncc2)c1 (stereo not drawn)	-3.5	86.7
CN(CC(=O)Nc1ccncc1)S(=O)(=O)c1ccc(Cl)cc1	11.5	64.7
CCOC(=O)c1cnc(SCC(=O)c2ccccc2)nc1N	1.6	87.4
O=C(O)CN1C(=O)C2(OCCCO2)c2ccccc21	12.7	111.1
COc1ccc(C(=O)NC(N2CCOCC2)C(Cl)(Cl)Cl)cc1OC (stereo not drawn)	6.3	/
COc1cc2cc(CN(CCCO)S(=O)(=O)c3ccccc3Cl)c(=O)[nH]c2cc1OC	-6.5	/
O=C(COC(=O)c1cccnc1)c1ccc(Cl)cc1	-3.9	75.9
C=CCNC(=O)/C(=C/c1ccc(C(C)C)cc1)NC(=O)c1ccccc1	-0.4	/
